Cycloheximide cs = Cycloheximide Counterscreen for Small Molecule Inhibitors of Shiga Toxin; cell reporter, cycloheximide protein synthesis inhibition counterscreen; AID 2314, 2010; max response, %; 300,000 tested, 12% active; in the data active means max response mostly above about 13%, no sharp cut-off; inactive means mostly below about 14%; further: read at 38.3 µM for the half of the compounds with a filed dose; 0% is about no effect
LmPK inhibitor = qHTS Assay for Inhibitors of Leishmania Mexicana Pyruvate Kinase (LmPK). Q27686. purified LmPK, Kinase-Glo ATP luminescence, 1 h. Potency, µM (titrated, usually from 57.5 µM), without a hit: at the top dose activity change, negative = inhibition, hits mostly inhibitors. 290,000 tested, 0.37% active; further: potency means the concentration at half of the fitted maximal effect; on the % scale 0 is the no-effect control and ±100 the full control effect
Target sequence (Q27686 whole entry, looked up): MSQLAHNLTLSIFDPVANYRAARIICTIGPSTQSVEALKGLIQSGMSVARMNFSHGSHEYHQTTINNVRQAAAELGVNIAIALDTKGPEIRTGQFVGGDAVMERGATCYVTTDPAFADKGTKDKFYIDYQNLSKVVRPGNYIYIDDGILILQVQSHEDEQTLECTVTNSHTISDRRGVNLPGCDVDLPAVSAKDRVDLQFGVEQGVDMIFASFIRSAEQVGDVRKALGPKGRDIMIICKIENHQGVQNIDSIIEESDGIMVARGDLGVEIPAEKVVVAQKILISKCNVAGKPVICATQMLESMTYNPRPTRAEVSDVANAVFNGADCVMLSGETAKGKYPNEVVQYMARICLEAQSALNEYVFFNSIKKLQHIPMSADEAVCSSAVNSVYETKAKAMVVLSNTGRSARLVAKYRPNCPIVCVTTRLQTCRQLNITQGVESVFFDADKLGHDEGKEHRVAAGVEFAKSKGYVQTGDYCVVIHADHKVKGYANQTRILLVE
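Purified LmPK (0.1 nM) converted ADP (0.1 mM) to ATP with PEP (0.5 mM) in imidazole buffer pH 7.2 with KCl and MgCl2, 1 h at room temperature. ATP was read by Kinase-Glo luminescence; data normalized to uninhibited and no-enzyme controls.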
Pf growth 48h = Primary qHTS for delayed death inhibitors of the malarial parasite plastid, 48 hour incubation | P. falciparum luciferase growth in erythrocytes, 48 h | Potency, µM (highest dose often 28.7 µM), for inactives: at the highest dose activity change, negative = inhibition, actives largely listed as inhibitors | 310,000 tested, 5.9% active; further: potency means the concentration at half of the fitted maximal effect; on the % scale 0 is the no-effect control and ±100 the full control effect
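Erythrocytes infected with P. falciparum carrying an integrated firefly luciferase reporter (2% hematocrit, 0.1% parasitemia final) were exposed to compounds in RPMI 1640 with 0.5% Albumax at 37 C, 5% CO2. Growth inhibition was scored as reduced luminescence.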
AmpC inh no detg = qHTS Inhibitors of AmpC Beta-Lactamase (assay without detergent) | P00811 | AmpC nitrocefin hydrolysis, absorbance 480 nm, 0.0001% Triton | Potency, µM (series often up to 57.1 µM), for inactives: at the top dose activity change, negative = inhibition, usual class: inhibitors | 330,000 tested, 0.52% active;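 further: potency means the concentration at half of the fitted maximal effect; plate controls were no compound for no effect and no enzyme for full effect; nearly all actives have a fitted effect of over 20% in size; some results filed as inactive show a strong effect at the top dose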
Target sequence (P00811 whole entry, looked up): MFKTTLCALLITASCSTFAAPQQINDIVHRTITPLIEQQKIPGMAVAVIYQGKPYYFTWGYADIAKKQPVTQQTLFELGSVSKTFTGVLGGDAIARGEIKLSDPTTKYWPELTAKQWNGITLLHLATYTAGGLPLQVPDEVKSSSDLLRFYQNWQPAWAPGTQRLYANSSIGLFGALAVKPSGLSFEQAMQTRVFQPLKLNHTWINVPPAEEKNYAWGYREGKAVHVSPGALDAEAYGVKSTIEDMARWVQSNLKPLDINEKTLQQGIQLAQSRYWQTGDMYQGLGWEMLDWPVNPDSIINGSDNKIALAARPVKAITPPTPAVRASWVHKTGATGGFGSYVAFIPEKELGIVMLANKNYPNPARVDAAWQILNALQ
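20 mM phosphate pH 7.0 + 0.01% (detergent screen) or 0.0001% Triton X-100; 5.3 nM AmpC reagent; cpd preinc 15 min RT; nitrocefin (800 uM stock) to start; A480 q20 s × 4 min; Activity was normalised to no-enzyme and no-compound control wells.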
Shiga inhibitor = A qHTS for Small Molecule Inhibitors of Shiga Toxin; AID 2315, 2010; inhibition, % at 38.7 µM; 290,000 tested, 9.2% active; Vero cells, Shiga toxin protein synthesis inhibition reporter; in the data active means inhibition mostly above about 28%, no sharp cut-off; inactive means mostly below about 43%; further: 0% is about no effect
Pf growth 96h = Primary qHTS for delayed death inhibitors of the malarial parasite plastid, 96 hour incubation; Potency, µM (doses to about 28.7 µM), for the others: at the top dose activity change, negative = inhibition, usual class: inhibitors; 320,000 tested, 6.9% active; P. falciparum luciferase reporter growth, 96 h; AID 504834, 2011; further: potency means the concentration at half of the fitted maximal effect; on the % scale 0 is the no-effect control and ±100 the full control effect
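Readout is luminescence from an integrated firefly luciferase in P. falciparum. Red cells, 2% hematocrit and 0.05% parasitemia final, were cultured with compound through two parasite generations (96 hours) at 37 C, 5% CO2.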
TbPYK inhibitor = qHTS of Trypanosoma Brucei Inhibitors. TbPYK enzyme, Kinase-Glo Plus ATP luminescence, 45 min. 410,000 tested, 0.12% active. Potency, µM (titrated, usually from 76.8 µM), without a hit: at the top dose activity, negative = inhibition, hits mostly inhibitors. AID 624173, 2012; further: potency means the concentration at half of the fitted maximal effect; on the % scale 0 is the no-effect control and ±100 the full control effect; nearly all actives have a fitted effect of over 50% in size
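In this concentration-response screen, enzyme-free wells defined baseline while DMSO plates tracked drift. Each reaction combined TbPYK, substrate, compound and 130 uM ADP for 45 min at room temperature. Kinase-Glo Plus luminescence gave the signal.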
Active calls of the source: *; ? = inconclusive; . = no result given; & = joins results of further samples; [ ] = remark or other dose. Unless noted, the call rests on the fitted dose curve; in most records, active means well fitted curve in the direction sought with a large enough effect; inconclusive means small, poorly fitted or top-dose-only effect, or another doubt; inactive means no such curve, though single readings can be large; an effect the other way counts as inactive or inconclusive.

structure | Cycloheximide cs | LmPK inhibitor | Pf growth 48h | AmpC inh no detg | Shiga inhibitor | Pf growth 96h | TbPYK inhibitor
CCOC(=O)C1=NOC2C3CC(C12)C1C(=O)N(CCc2ccc(OC)c(OC)c2)C(=O)C31 (stereo not given) | 9 | 6% | 77%[activator] | 1% | -10 | 21% | -11%
CN(C)S(=O)(=O)c1ccc(Cl)c(NC(=O)C2CCN(S(=O)(=O)c3cccs3)CC2)c1 | . | . | ? | -14% | . | ? | 0%
CC(=O)NNc1ncnc2c1cnn2-c1ccc(C)c(C)c1 | 56* | -1% | 211%[activator] | -10% | 65* | ? | 1%
O=C1c2ccccc2NC(c2ccc(O)cc2)N1Cc1ccco1 (stereo not given) | 0 | 6% | -24% | -41% | -13 | ? | -11%
O=C(Cn1c(C(F)(F)F)nc2ccccc21)c1ccc(Cl)cc1 | 10 | 3% | ? | -37% | -8 | 0% | 2%
O=C(c1sc2ccccc2c1Cl)N(Cc1ccccc1)C1CCS(=O)(=O)C1 (stereo not given) | -8 | 4% | ? | 29% | -17 | ? | -3%
C=C1CCC2[C@](C)(CO)[C@H](O)CC[C@@]2(C)[C@@H]1C/C=C1\C(=O)OC[C@H]1O (stereo not given in full) | . | . | ? | -16% | . | ? | 4%
CN(Cc1ccccc1)S(=O)(=O)c1ccc(N2CCCC2=O)cc1 | . | . | ? | -7% | . | ? | 2%
CCc1ccccc1NC(=O)CCC(=O)N1CCSc2ccccc21 | 1 | -1% | -10% | -8% | -3 | 4.1µM* | -5%
CC(C)Cc1nnc(NS(=O)(=O)Cc2ccccc2)s1 | -4 | 5% | . | 11% | 6 | ? | -20%
CCOC(=O)C1CCN(c2cc(C)nc3ccc(OC)cc23)CC1 | 9 | 15% | ? | 2% | -10 | ? | 2%
CCOC(=O)COc1cccc2c(=O)n(CC(=O)NCCc3ccccc3)ccc12 | -3 | 1% | -3% | 15% | -12 | -7% | 0%
CC(C)CC(=O)N1CC(=O)Nc2ccc(F)cc2C1c1ccccc1 (stereo not given) | -1 | -2% | 0% | 91%[activator] | -10 | 43%[activator] | 2%&-2%
O=C(CSc1nnc2scc(-c3ccc(Cl)cc3)n12)NCc1ccco1 | -1 | -2% | ? | -27% | -7 | . | -14%
CCCCn1c(N)c(N(CC(C)C)C(=O)c2ccc(N(C)S(=O)(=O)c3ccc(C)cc3)cc2)c(=O)[nH]c1=O | . | . | ? | -16% | . | ? | 1%
O=C(COC(=O)c1ccccc1C(=O)c1ccccc1)NCCc1ccccc1 | -8 | 1% | -5% | -2% | -9 | ? | -3%
COc1ccc(S(=O)(=O)N2CCOCC2)cc1NC(=O)Cc1ccc2c(c1)OCCO2 | . | . | ? | 11% | . | -48% | 6%
CCC(=O)N1CCc2cc(S(=O)(=O)NCCC(=O)NC3CCCCCC3)ccc21 | 15 | -3% | ? | 6% | -5 | ? | -6%
Cc1ccc(N=C2C(=O)Nc3ccccc32)cc1 | -2 | -5% | 23% | -17% | -3 | 2% | 7%
O=c1[nH]cc(S(=O)(=O)Nc2ccc3c(c2)OCO3)c(=O)[nH]1 | . | . | 7% | -13% | . | 23% | 4%

Next part.
structure | Cycloheximide cs | LmPK inhibitor | Pf growth 48h | AmpC inh no detg | Shiga inhibitor | Pf growth 96h | TbPYK inhibitor
Cc1cccc2c(N=Nc3ccc(S(=O)(=O)Nc4ccc(Cl)cc4)cc3[N+](=O)[O-])c(O)[nH]c12 | -3 | 0% | ? | -57% | -2 | ? | -4%
O=C(c1ccccn1)N(Cc1cc2ccccc2[nH]c1=O)C1CCCCC1 | -6 | -3% | -18% | -13% | 99 | ? | 6%
CCCCc1ccc(/C=C(\C#N)C(N)=S)s1 | 5 | -3% | 13% | -26% | -2 | -8% | -2%
CN1CCN(CC(O)COc2ccc(Cl)cc2)CC1 (stereo not given) | -5 | 2% | . | -16% | -5 | 20% | 1%
NNC(=O)c1n[nH]c(=O)c2ccccc12 | 2 | 3% | 8% | -17% | 3 | 28% | 0%
CC1Cc2nc(SCC(=O)NCCc3ccccc3)n(C)c(=O)c2S1 (stereo not given) | -5 | 7% | -11% | -19% | -1 | -22% | -11%
O=C(Nc1ccccc1)C1CC2CCCC(C1)C2=O (stereo not given) | 9 | -2% | 10% | -29% | -3 | 3.7µM* | -12%
O=C(NC1CCN(C(=O)Nc2ccccc2Cl)CC1)c1ccccc1 | -2 | -7% | -4% | -11% | -18 | ? | 4%
CC(C)(C)SCCNC(=O)CN(c1ccc(F)c(Cl)c1)S(C)(=O)=O | -2 | -5% | ? | 26% | -17 | ? | 3%
COc1ccccc1N1CCN(S(=O)(=O)c2cn(C)nc2C)CC1 | -3 | -9% | 10% | 39% | -30 | ? | 3%
COC(=O)c1cc(NC(C)=O)ccc1N1CCOCC1 | -7 | -3% | 24% | 3% | -12 | 439%[activator] | -1%
CN(C)c1cc[n+](CC(=O)N2CCCc3ccccc32)cc1 | -1 | 2% | 5.2µM* | 1% | -7 | ? | 1%
O=C(NCC1CCCO1)c1onc(CSc2ccccc2)c1C(=O)O (stereo not given) | -1 | 1% | 25% | -24% | -6 | 0% | 3%
CCCNC(=O)Cn1sc2nc(C)cc(C)c2c1=O | -1 | ? | -3% | ? | 15 | -4% | ?
Cc1nnc(SCC(=O)NCc2ccccc2)[nH]c1=O | -4 | 6% | -10% | -1% | -19 | . | -4%
O=C(NC1(Cc2ccccc2)CCN(Cc2ccc(-c3ccccc3)cc2)C1=O)c1ccccc1 (stereo not given) | . | . | ? | -20% | . | ? | -2%
O=C(CCn1cccc1)Nc1cccc(F)c1 | -2 | 5% | 13% | -10% | 11 | 12µM* | -12%
CCOc1ccc(CCNC(=O)CCNC(=O)c2ccco2)cc1OCC | -3 | -11% | 11% | 2% | -20 | -19% | 1%
CC(=O)c1cc(-c2ccccc2)n(CC(=O)NC(C)(C)C)c1C | 1 | 12% | 0% | 0% | 12 | 13µM* | 7%
Cc1noc(C)c1COc1ccc(CC(=O)NC2CCCCCC2)cc1 | 11 | -6% | ? | 0% | -2 | -26% | -5%

(further entries)
structure | Cycloheximide cs | LmPK inhibitor | Pf growth 48h | AmpC inh no detg | Shiga inhibitor | Pf growth 96h | TbPYK inhibitor
N#C/C(=N\Nc1ccccc1)C(N)=S | 8 | 6% | ? | -30% | 25 | 0% | -7%
Cn1c(COc2ccc(F)cc2)nnc1SCC(=O)NC1CC1 | -3 | 2% | 8% | -22% | -20 | ? | -7%
COc1ccc(C(=O)NCCNC(=O)c2cnccn2)cc1OC | -1 | -5% | 24% | -2% | 12 | -5% | 0%
Cc1noc(C)c1CSCC(=O)N(C)CC(=O)Nc1ccc(Cl)c(Cl)c1 | . | . | ? | 1% | . | ? | -5%
CCc1ccc(/C([O-])=C(/C(=S)NCCN2CCOCC2)[n+]2ccccc2)cc1 | -1 | 3% | 1% | -2% | -2 | 25% | -12%
CCN(CC)C(=O)CSc1ncnc2c1cnn2Cc1ccccc1 | -2 | 1% | ? | 30% | -6 | 147%[activator] | 4%
CCC(C)c1ccc(NC(=O)C2CCN(c3ccc(C(F)(F)F)cn3)CC2)cc1 (stereo not given) | -2 | 1% | ? | -24% | -8 | ? | -12%
Clc1cccc(CN2CCC(Cc3ccccc3)CC2)c1 | 1 | -5% | -12% | 9% | -17 | 121%[activator] | -14%
O=c1c(Br)c(N2CCCC2)cnn1-c1ccccc1 | 47* | -1% | 123%[activator] | -11% | 81* | 34%[activator] | -4%
O=C(COC(=O)Cc1ccccc1F)Nc1ccc(SC(F)F)cc1 | -1 | 1% | 17% | -6% | 12 | ? | -8%
O=C(N/N=C/c1c[nH]c2ccc(Br)cc12)c1ccn(Cc2ccc(Cl)cc2)n1 | -2 | -2% | ? | -5% | -3 | ? | -8%
Cc1cc(=O)oc2c(C)c(OC(C)C(=O)NCC3CCC(C(=O)O)CC3)ccc12 (stereo not given) | -1 | -2% | 4% | -6% | 2 | 1% | 3%
O=C(NC1CCCC1)C(c1ccccc1)N(C(=O)c1ccno1)c1ccccc1 (stereo not given) | -1 | 5% | -15% | -10% | 7 | 7.4µM* | 3%
COC(=O)c1ccccc1NC(=O)COC(=O)c1ccco1 | -5 | 1% | 4% | -19% | 2 | 0%[5.75 µM] | 6%
COc1cc(N2Cc3ccccc3C2)ccc1C=O | 8 | -3% | -75% | -15% | 11 | -1% | -2%
CCC12CN(S(=O)(=O)c3ccc(C)cc3)CC(CC)(CN(S(=O)(=O)c3ccc(C)cc3)C1)C2=O | -3 | 1% | . | 9% | 15 | 2.3µM* | -6%

For reference, some entries already given.
structure | Cycloheximide cs | LmPK inhibitor | Pf growth 48h | AmpC inh no detg | Shiga inhibitor | Pf growth 96h | TbPYK inhibitor
CCC(C)c1ccc(NC(=O)C2CCN(c3ccc(C(F)(F)F)cn3)CC2)cc1 (stereo not given) | -2 | 1% | ? | -24% | -8 | ? | -12%
Clc1cccc(CN2CCC(Cc3ccccc3)CC2)c1 | 1 | -5% | -12% | 9% | -17 | 121%[activator] | -14%
O=c1c(Br)c(N2CCCC2)cnn1-c1ccccc1 | 47* | -1% | 123%[activator] | -11% | 81* | 34%[activator] | -4%
O=C(COC(=O)Cc1ccccc1F)Nc1ccc(SC(F)F)cc1 | -1 | 1% | 17% | -6% | 12 | ? | -8%
O=C(N/N=C/c1c[nH]c2ccc(Br)cc12)c1ccn(Cc2ccc(Cl)cc2)n1 | -2 | -2% | ? | -5% | -3 | ? | -8%
Cc1cc(=O)oc2c(C)c(OC(C)C(=O)NCC3CCC(C(=O)O)CC3)ccc12 (stereo not given) | -1 | -2% | 4% | -6% | 2 | 1% | 3%
O=C(NC1CCCC1)C(c1ccccc1)N(C(=O)c1ccno1)c1ccccc1 (stereo not given) | -1 | 5% | -15% | -10% | 7 | 7.4µM* | 3%
